# KDM5B inhibitor: Primary screen for KDM5B Histone Demethylases FDH-coupled qHTS; AID 1347165, 2019; actives 2.6% (n = 220,000); Potency, µM (titrated, usually from 57.7 µM), for inactives: top-dose activity change, negative = inhibition, hits mostly inhibitors; KDM5B demethylase, FDH-coupled NADH fluorescence (FDH is formaldehyde dehydrogenase); active = well fitted inhibition curve with a large enough effect; inconclusive = small, poorly fitted or top-dose-only effect; inactive = no such curve, though single readings can be large or run the other way; also: 0% is about no effect; nearly all actives have a fitted effect of over 70% in size
# Target sequence (Q9UGL1 whole entry, looked up): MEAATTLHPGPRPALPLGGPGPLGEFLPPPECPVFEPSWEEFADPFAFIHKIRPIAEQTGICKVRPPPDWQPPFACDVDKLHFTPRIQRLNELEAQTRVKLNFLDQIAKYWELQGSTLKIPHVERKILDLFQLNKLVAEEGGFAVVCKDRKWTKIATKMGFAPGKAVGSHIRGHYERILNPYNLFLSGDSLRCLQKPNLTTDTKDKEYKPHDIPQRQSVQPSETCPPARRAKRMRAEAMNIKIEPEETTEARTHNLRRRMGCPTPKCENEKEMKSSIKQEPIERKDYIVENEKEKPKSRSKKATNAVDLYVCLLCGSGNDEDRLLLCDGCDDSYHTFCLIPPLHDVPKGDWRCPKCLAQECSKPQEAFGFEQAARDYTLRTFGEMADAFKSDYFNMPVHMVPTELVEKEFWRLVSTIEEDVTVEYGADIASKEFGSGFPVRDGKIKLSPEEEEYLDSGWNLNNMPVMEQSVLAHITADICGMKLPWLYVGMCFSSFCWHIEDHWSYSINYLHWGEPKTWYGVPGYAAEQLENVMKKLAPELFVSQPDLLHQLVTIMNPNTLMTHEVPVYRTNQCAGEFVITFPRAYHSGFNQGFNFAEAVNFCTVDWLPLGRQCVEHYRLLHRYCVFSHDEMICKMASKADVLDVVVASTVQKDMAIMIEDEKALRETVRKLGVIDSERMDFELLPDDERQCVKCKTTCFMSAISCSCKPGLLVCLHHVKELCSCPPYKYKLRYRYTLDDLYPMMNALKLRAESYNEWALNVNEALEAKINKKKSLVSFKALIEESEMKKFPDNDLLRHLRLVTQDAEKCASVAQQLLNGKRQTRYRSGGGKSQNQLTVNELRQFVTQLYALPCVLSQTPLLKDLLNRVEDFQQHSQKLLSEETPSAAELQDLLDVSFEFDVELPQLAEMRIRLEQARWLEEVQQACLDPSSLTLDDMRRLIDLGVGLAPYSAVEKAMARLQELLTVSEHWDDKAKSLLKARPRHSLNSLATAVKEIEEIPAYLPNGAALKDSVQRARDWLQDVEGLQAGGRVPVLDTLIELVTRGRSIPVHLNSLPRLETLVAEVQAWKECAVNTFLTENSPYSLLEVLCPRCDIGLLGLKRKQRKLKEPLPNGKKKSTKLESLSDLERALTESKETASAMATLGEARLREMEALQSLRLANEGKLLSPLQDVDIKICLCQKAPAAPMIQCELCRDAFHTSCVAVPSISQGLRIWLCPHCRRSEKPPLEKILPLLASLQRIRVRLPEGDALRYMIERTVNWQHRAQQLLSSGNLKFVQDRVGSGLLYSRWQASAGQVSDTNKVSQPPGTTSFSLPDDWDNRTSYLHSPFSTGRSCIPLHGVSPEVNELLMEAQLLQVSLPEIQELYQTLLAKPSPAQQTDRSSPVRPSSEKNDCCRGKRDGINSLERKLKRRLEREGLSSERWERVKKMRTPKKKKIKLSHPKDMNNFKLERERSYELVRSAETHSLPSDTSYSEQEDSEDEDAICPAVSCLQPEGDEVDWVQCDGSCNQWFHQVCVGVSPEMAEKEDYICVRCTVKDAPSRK
#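 qHTS format, multiple compound concentrations. Buffer 50 mM HEPES pH 7.5/0.01% Tween-20; 200 nM KDM5BΔAP final; 10 min compound preincubation; substrate-mix levels 12.5 µM peptide, 25 µM α-KG, 0.25 mM NAD⁺; 30 min RT; ΔRFU.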
# * = called active by the depositor; ? = inconclusive; & = joins results of further samples; [ ] = another dose, or the depositor's remark. Potency is read from the fitted curve at half-maximal effect.
SMILES,KDM5B inhibitor
COc1ccc(CC(=O)N2CCOC[C@H](Oc3ccc(OC)cc3)C2)cc1,15%[86.2 µM]
CC(=O)N1C[C@@H]2C[C@H]1C(=O)N(Cc1ccc(OC(F)(F)F)cc1)c1ccccc1O2,-6%[86.2 µM]
CN(C(=O)c1ccnn1C)C1CCCN(Cc2ccccc2F)C1 (stereo not given),10%
Cc1ccc(C2=C(O)C(=O)N(c3ccc(F)cc3)C2c2ccc(C(=O)O)cc2)cc1 (stereo not given),0%
CCN(CC)Cc1cnc2c(C(=O)NC(C)(C)CO)cnn2c1,-18%
COc1ccccc1OCCC(=O)NC12CC3CC(CC(C3)C1)C2,-11%
O=C(NC1CCCc2ccccc21)c1ccc2c(c1)sc1nc(-c3ccccc3)cn12 (stereo not given),?
O=C(O)C1CCCN(C(=O)c2ccoc2)C1 (stereo not given),16%
c1cc(OC2CCCCC2)ncc1-c1noc([C@@H]2CCCN2C2CCOCC2)n1,-22%[86.2 µM]
CCCN(CC1CCOC1)S(=O)(=O)c1ccccc1F (stereo not given),1%
N#CCCN(C(=O)COC(=O)c1nn(-c2ccccc2)c(=O)c2ccccc12)c1ccccc1,9%
Cc1cc(C)n(-c2ccc(=O)n(CC(=O)Nc3ccc(C(N)=O)cc3)n2)n1,18%
CCN(c1ccc(-c2csc(-c3ccccc3)n2)cc1)S(C)(=O)=O,-25%
COc1cc(C(=O)Oc2ccccc2C#N)cc(Br)c1OCc1ccccc1,7%
Cc1ccccc1CC(=O)N1CCC(N2CCCC(C(=O)NC3CC3)C2)CC1 (stereo not given),-11%
Cc1ncsc1CN1CCCCCCNC(=O)[C@@H]2C[C@@H](C(=O)N3CCc4ccccc4C3)C[C@@H]21,-41%
Cc1cc(C)cc(C(=O)N2CCN(C3CCN(Cc4cccnc4)C3=O)CC2)c1 (stereo not given),-4%
O=C1NC(C(=O)NCC2CCN(Cc3ccc(F)cc3)CC2)Cn2cccc21 (stereo not given),-27%
CCCCNc1nc(-c2ccc3c(c2)CC(C)N3S(C)(=O)=O)cs1 (stereo not given),15%
CN(C)C(=S)c1ccc2c(c1)OCO2,3%
COc1ccc(CN2C=C(C(=O)OCc3noc(C4CCCCC4)n3)C(C)=NS2(=O)=O)cc1,-20%
Cc1nc(C)c(C(=O)N2CC[C@H](CO)[C@H](NC(=O)C3CC3)C2)s1,23%
CC1CC(=O)Nc2cc(S(=O)(=O)NCCc3ccco3)ccc2S1 (stereo not given),7%
O=C(NCc1ccccc1Cl)C(=O)c1cn(CC(=O)N2CCOCC2)c2ccccc12,7%
Cc1ccc(-n2nnnc2SCc2nc3ccccc3o2)cc1C,?
CC(C)CCN1CCOc2cc(C(=O)NCCOc3ccccc3)ccc2C1,-19%[86.2 µM]
Cc1ccc(-n2c(SCc3ccccc3C)nc3[nH]ncc3c2=O)cc1C,-21%
Cc1ccc(C(=O)/C=C/c2ccc(-c3ccccc3Cl)o2)cc1,?
Cc1ccc(C)c(NC(=O)CSc2c3c(nc4ccc(Cl)cc24)CCCC3)c1,4%
c1ccc2c(c1)CC(N1CCC(CN(CCCn3cccn3)CC3CCCO3)CC1)C2 (stereo not given),?
Cc1ncc2n1C(=O)N(C1CCN(Cc3ccccn3)CC1)C2,18%&-3%[86.2 µM]
Cc1ccccc1NC(=O)Nc1ccnn1C1CCN(C(=O)c2ccc[nH]2)CC1,-4%
COc1ccc(Nc2cc(=O)n(-c3ccccc3)c3c2c(=O)n(C)c(=O)n3C)cc1,-1%
CC(C)N[C@@H]1CO[C@H](CNC(=O)c2ccccc2)[C@H]1O,18%[115 µM]
Cc1noc2c(NCCN(C)C)cc(-c3cccc(C(F)(F)F)c3)nc12,-4%[86.2 µM]
Cc1ccc(C(=O)NC2CCCN(c3cc(-c4ccccc4)[nH]n3)C2)cc1 (stereo not given),-9%
CCCNC(=O)Nc1cccc(C(=O)NC(C)C)c1,-4%
Cc1ccc(C)c(-n2c(CCC(=O)O)ccc2-c2ccc(Cl)cc2)c1,?
Fc1ccccc1-c1cnc2n[nH]c(-c3ccc4c(c3)OCO4)c2n1,?
CN(CC(=O)NC1CC1)C(=O)Cc1cccc(C(F)(F)F)c1,20%

# Arranged by value in KDM5B inhibitor (highest first): 5 from the list above
SMILES,KDM5B inhibitor
CCCCNc1nc(-c2ccc3c(c2)CC(C)N3S(C)(=O)=O)cs1 (stereo not given),15%
CN(C(=O)c1ccnn1C)C1CCCN(Cc2ccccc2F)C1 (stereo not given),10%
Cc1ccc(C)c(NC(=O)CSc2c3c(nc4ccc(Cl)cc24)CCCC3)c1,4%
Cc1ccccc1NC(=O)Nc1ccnn1C1CCN(C(=O)c2ccc[nH]2)CC1,-4%
Cc1ccc(C(=O)NC2CCCN(c3cc(-c4ccccc4)[nH]n3)C2)cc1 (stereo not given),-9%

# Further structures.
SMILES,KDM5B inhibitor
COc1ccc(C)cc1-n1c(SCC(=O)Nc2cccc(C(=O)O)c2)nc2ccccc2c1=O,0%&15%
CC(C)COc1ccc(/C=C(/C#N)c2ccc(Cl)cc2)cc1,-8%
CCCNc1ccc(-c2nc(-c3ccccn3)no2)cc1[N+](=O)[O-],-30%
O=C(Nc1cccc(Cl)c1)C1CCCN(c2ncnc3nc[nH]c23)C1 (stereo not given),10%
O=C(c1ccc(C(F)(F)F)cc1)N1CCc2nc(-c3ccccc3)nc(-c3ccc(Cl)cc3)c2C1,-14%
Cc1ccc(Nc2nc(-c3ccccc3)cs2)cc1,0%
O=C(NCC(=O)N1CCOCC1)OCc1ccccc1,26%
O=C1CCN(C(=O)Nc2ccccc2)CCCC(c2nc(-c3cccnc3)no2)CCN1 (stereo not given),-18%
Cc1ccc(C)c(NC(=O)c2cc(S(=O)(=O)N3CCCCCC3)ccc2F)c1,4%
COc1ccc(CN2Cc3cc(NC(=O)c4ccc([N+](=O)[O-])cc4)ccc3OC(C)C2=O)c(OC)c1 (stereo not given),11%
CNC(=O)[C@@H]1CN(C(=O)Cc2c(C)noc2C)C[C@H]1c1nc(C)no1,6%
Cc1ccc(S(=O)(=O)N2CCCc3cc(NS(=O)(=O)c4ccc(F)c(C)c4)ccc32)cc1,-22%
O=C(NCC1CCCO1)C1CC(=O)N(c2ccc(Cl)cc2)C1 (stereo not given),12%
CCCCc1nn2c(=O)cc(COC(=O)CSc3ccc(C)cc3)nc2s1,3%
Cc1cc(C)c(S(=O)(=O)N2CCN(C(=O)CCn3nc(C)c(C)c3C)CC2)c(C)c1,-43%
CCc1cccc(NC(=O)CC2Oc3ccc(C)cc3NC2=O)c1 (stereo not given),-22%
CN(C)c1ccc(CNC2(Cc3cc(-c4ccc(F)cc4)on3)COC2)cc1,-21%[86.2 µM]
CC(Cc1cccs1)N(Cc1ccccc1)C(=O)c1ccc(C#N)cc1 (stereo not given),6%
Fc1ccccc1OCc1nc(C2CCCNC2)no1 (stereo not given),-11%
COCC(=O)NC[C@H]1CCN(Cc2ccc3c(c2)CCO3)C[C@H]1N(C)C,-13%
COCc1ccc2c(c1)c(OC(C)(C)C(=O)Nc1ccccn1)nn2CCC(C)C,-29%[86.2 µM]
O=C(N[C@H]1CCN2C(=O)c3cc(-c4cccs4)ccc3NC(=O)[C@H]12)c1cccc(F)c1,28µM*
O=C(c1cc(-c2ccc(O)cc2)on1)N1CCN(c2ccccc2)CC1,-19%
O=C(CSCn1nnc2c(=O)[nH]c(Cc3ccc(F)cc3)nc21)Nc1ccc(F)c(Cl)c1,3%
Cc1cncc(C(=O)N2C[C@H]3OC(=O)N(CCc4cccc(Cl)c4)[C@H]3C2)c1,27%
Cn1cccc1/C=C(\C#N)c1cccc(Br)c1,-15%
O=C(CCc1cc2n(n1)CCCNC2)Nc1ccc2c(c1)OCCO2,-7%
Nc1nnc(CC(=O)N/N=C/c2ccccc2OCc2ccc(F)cc2)s1,-10%
CCc1c(C)c2ccc(O)c(CN3CCN(c4ccccc4)CC3)c2oc1=O,?
O=C(NCc1cccc(F)c1)[C@@H]1C[C@@H](c2ccc(F)cc2)N([S+](=O)([O-])c2ccccc2)C1,-23%
Cc1ccc(-c2cn3c(n2)sc2cc(C(=O)NC4CCCCCC4)ccc23)cc1,?
COc1cccc(C(=O)NCc2cn3ccccc3n2)c1,?
CCOCc1ccc(CNC(=O)/C=C/c2ccc(C)o2)cc1,?
CCCN1CCN(C(=O)c2c(C)oc3c2CN(Cc2ccc(C)cc2)CC3)CC1,?
CN(CC(=O)NC(=O)Nc1ccccc1F)Cc1cccc(C#N)c1,-13%
CN1C(=O)Cc2cc(-c3csc(-c4cccc(F)c4)n3)ccc21,-7%
CN(C)c1nc2c(c(=O)[nH]1)CCN(Cc1cccc(C(F)(F)F)c1)CC2,25%
COc1ccc(-c2cc(C(=O)NCc3c(C)cc(C)[nH]c3=O)c3c(c2)N(C)CCO3)cc1,32µM*
CCC(C)NC(=O)CCc1c(C)nc2cc(-c3ccc(OC)cc3OC)nn2c1C (stereo not given),?
CCC(=O)N1CCc2cc(Br)cc(S(=O)(=O)CCC(=O)NCc3ccc(C)cc3)c21,-10%
COCc1ccc2c(c1)c(OC(C)(C)C(=O)Nc1ccn(C)n1)nn2Cc1cccc(OC)c1,-8%
CC(Cn1cccn1)C(=O)N1CCc2[nH]nc(-c3ccc(Cl)cc3)c2C1 (stereo not given),38%[activator]
CCc1ccc2nc(Nc3nc(-c4cccc(OC)c4)cc(=O)[nH]3)nc(C)c2c1,11%
CCN(CC)S(=O)(=O)c1nnc(NC(=O)c2ccccc2Cl)s1,10%
CN(C)C(=O)c1ccc(N2CC3CC(C2)[C@H]2CCCC(=O)N2C3)nc1 (stereo not given in full),?
CCOc1ccc(CNC(=O)C2CCCN(c3nc4c(C)cc(C)cc4s3)C2)cc1 (stereo not given),-15%
c1ccc(CN2CC[C@H](c3nc4ccccc4o3)C2)nc1,?
Cc1ccc(Nc2c(-c3ccc(N4CCOCC4)cc3)nc3ccc(C)cn23)cc1,?
CCOc1ccc(NC(=O)c2nn(C)c(=O)c3ccccc23)cc1OCC,12%
COc1ccc(C(=O)N2CCC3(CC2)NC(=O)N(c2ccccc2)N3)cn1,-3%
Cc1ccc(Nc2nc(N)nc(CN3CCN(Cc4ccc5c(c4)OCO5)CC3)n2)c(C)c1,18%
Cc1[nH]c2c(C(=O)NC3CCS(=O)(=O)C3)cccc2c1C (stereo not given),-1%
COC(=O)[C@H]1CN(C(=O)NC(C)C)CCN1S(C)(=O)=O,-21%[86.2 µM]
C[C@H](NC(=O)c1ccccc1)C(=O)N1CCN(c2ccccc2)CC1,-11%
COc1ccccc1N1CCN(c2ncccc2CNC(=O)c2ccco2)CC1,7%
Cc1ccc(-n2nc3n(c2=O)CCN(C(=O)c2ccccc2Cl)C3)cc1,-21%
O=S(=O)(Nc1cccn2nc(C3CC3)nc12)c1cccnc1,3.5µM*
COc1ccc(NC(=O)c2sc3nc(-c4cc5cccc(OC)c5oc4=O)[nH]c(=O)c3c2C)cc1,-25%
COc1ccc(N/C=C/C(=O)c2ccc(C(C)C)cc2)cc1Cl,1%
Cc1ccc(C)c(N2CCN(C(=O)Cn3c(C)c4cnn(-c5ccccc5)c(=O)c4c3C)CC2)c1,?

# Next part
SMILES,KDM5B inhibitor
CCc1ccc(NC(=O)Cn2c(N3CCc4ccccc4C3)nc(C)cc2=O)cc1,?
Cn1c(CO[C@H]2CN(C(=O)C3CCOCC3)C[C@H]2F)nc2ccccc21,5%[86.2 µM]
CC(C)c1ccc(NC(=O)CSC2=Nc3ccccc3C3=NC(CC(=O)NCc4ccc(F)cc4)C(=O)N23)cc1 (stereo not given),-18%
Cc1ccc(C)c(CN2CCC(CNC(=O)c3occc3C)C2)c1 (stereo not given),?
O=C(N[C@H]1CCN2C(=O)c3cc(-c4ccccc4F)ccc3NC(=O)[C@H]12)c1cnccn1,-19%[86.2 µM]
Cc1ccc(C(=O)c2ccc(Oc3ccc(C)c(C)c3)cc2)cc1,9%
COc1ccc(-c2noc(-c3cccnc3NCc3ccco3)n2)cc1,?
COc1cccc(CN2CCC(n3nccc3NC(=O)CCCc3ccccc3)CC2)c1,16%
Cc1cccc(N2C(=O)N(Cc3cc(=O)n4ccccc4n3)c3ccccc3S2(=O)=O)c1,?
CN(C)/C=C/C(=O)c1ccc[nH]1,14%
CN(C)C(=O)c1ccc(NC(=O)Cn2nnnc2-c2ccccc2F)cc1,-21%
O=c1[nH]c(N2CCOCC2)nc2c1CCN(Cc1ccc(F)c(F)c1)CC2,12%
CSc1cccc(NC(=O)CN(C)S(=O)(=O)c2ccc3c(c2)n(C)c(=O)c(=O)n3C)c1,-21%
Cn1c(=O)c2c(nc(NC3CCCC3)n2Cc2cccc(Br)c2)n(C)c1=O,0%

# Part of the list above, with tabs.
Structure	KDM5B inhibitor
Cn1c(CO[C@H]2CN(C(=O)C3CCOCC3)C[C@H]2F)nc2ccccc21	5%[86.2 µM]
CC(C)c1ccc(NC(=O)CSC2=Nc3ccccc3C3=NC(CC(=O)NCc4ccc(F)cc4)C(=O)N23)cc1 (stereo not given)	-18%
Cc1ccc(C)c(CN2CCC(CNC(=O)c3occc3C)C2)c1 (stereo not given)	?
O=C(N[C@H]1CCN2C(=O)c3cc(-c4ccccc4F)ccc3NC(=O)[C@H]12)c1cnccn1	-19%[86.2 µM]
Cc1ccc(C(=O)c2ccc(Oc3ccc(C)c(C)c3)cc2)cc1	9%
COc1ccc(-c2noc(-c3cccnc3NCc3ccco3)n2)cc1	?
COc1cccc(CN2CCC(n3nccc3NC(=O)CCCc3ccccc3)CC2)c1	16%

# This is a subset; count on the stated rates, not on these rows.
